High-throughput results deposited in PubChem by Sanford-Burnham Center for Chemical Genomics.
MIN6 prolif: inducers of beta-cell replication in MIN6 cells; MIN6 cells proliferation, ATPlite luminescence, 48 h; cells starved in 0.2% serum; 100% = growth in 10% serum; proliferation, % at 10 µM; 330,000 compounds, 0.29% hits;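 active = compounds whose signal lies at least 3.5 SD above the mean of all wells on their plate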;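 note: 0% = DMSO-treated cells in low-serum medium and 100% = 10% serum control; some compounds called inactive have numbers as strong as hits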
A3A deaminase: blocks human APOBEC3A ssDNA deamination | P31941 | recombinant A3A, FAM/TAMRA ssDNA deamination fluorescence | inhibition, % at 20 µM | 330,000 compounds, 0.41% hits;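 active = at least 40% inhibition at 20 µM here, with at most 30% in a related deaminase screen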;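 note: plate controls were A3A with DMSO for no effect and wells lacking A3A enzyme for full effect; some results filed as inactive read as strong as hits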
Target sequence (P31941 whole entry, looked up): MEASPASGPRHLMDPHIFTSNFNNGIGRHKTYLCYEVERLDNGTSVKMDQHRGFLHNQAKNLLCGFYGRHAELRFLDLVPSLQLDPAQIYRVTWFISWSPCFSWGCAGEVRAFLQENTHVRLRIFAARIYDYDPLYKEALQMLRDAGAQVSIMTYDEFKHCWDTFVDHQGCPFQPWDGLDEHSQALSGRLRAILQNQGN
NALP3 yeast inh: inhibitors of NALP3 inflammasome in yeast; Yeast reconstituted NLRP3/ASC/caspase-1, beta-gal luminescence, 24 h; 330,000 compounds, 0.39% hits; inhibition, % at 10 µM;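 active = inhibition of 50% or more; inactive = inhibition below 50%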;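 note: plate controls were induced DMSO wells for no effect and uninduced yeast grown without galactose for full effect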
hIAP inh: human IAP inhibition | P09923 | purified IAP, CDP-Star luminescence, 30 min | inhibition, % at 10 µM | 330,000 compounds, 0.12% hits;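 active = inhibition reaching a set limit with compound at 10 µM in the primary screen, cut at about 35% in these data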;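 note: plate controls were DMSO wells with enzyme for no effect and no-enzyme buffer wells for full effect; values of inactives mirror those of a sister screen read the other way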
Target sequence (P09923 whole entry, looked up): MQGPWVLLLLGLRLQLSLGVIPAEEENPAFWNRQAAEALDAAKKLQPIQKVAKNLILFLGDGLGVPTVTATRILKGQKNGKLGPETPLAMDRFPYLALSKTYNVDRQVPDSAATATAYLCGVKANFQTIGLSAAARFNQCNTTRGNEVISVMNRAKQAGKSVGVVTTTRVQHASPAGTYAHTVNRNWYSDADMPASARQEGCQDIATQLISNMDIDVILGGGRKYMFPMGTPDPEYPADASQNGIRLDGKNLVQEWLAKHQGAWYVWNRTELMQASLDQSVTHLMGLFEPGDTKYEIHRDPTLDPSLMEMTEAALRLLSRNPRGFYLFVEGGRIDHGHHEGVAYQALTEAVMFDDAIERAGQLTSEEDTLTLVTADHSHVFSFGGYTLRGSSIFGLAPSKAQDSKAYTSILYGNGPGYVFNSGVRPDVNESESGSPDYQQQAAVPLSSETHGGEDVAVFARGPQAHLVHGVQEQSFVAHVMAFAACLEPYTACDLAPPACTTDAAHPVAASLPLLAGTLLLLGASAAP
mIAP act: increases mouse intestinal alkaline phosphatase activity; muIAP, CDP-Star luminescence, 30 min; stronger effect = higher value; 1 = vehicle-only enzyme signal, 0 = enzyme-free wells; activation factor at 10 µM; 330,000 compounds, 0.24% hits; AID 2805;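 active = activation factor of at least 2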; note: the source names both 10 and 20 µM as test concentration; values of inactives mirror those of a sister screen read the other way
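System: mouse IAP enzyme. Reagent: CDP-Star chemiluminescent phosphatase substrate. Benchmarks: DMSO wells, no-enzyme wells. Times: 30 min enzyme-substrate-compound incubation at room temperature. Detection: luminescence from enzymatic CDP-Star hydrolysis. Doses: test compounds delivered from DMSO solution.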
tim10-1 inh: inhibits growth of tim10-1 mutant yeast; S. cerevisiae tim10-1 ts strain growth, BacTiter-Glo, 24 h; 330,000 compounds, 2.2% hits; inhibition, % at 20 µM;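 active = inhibition of at least 40%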;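 note: mutant grown at 25 °C; 0% = DMSO wells with yeast and 100% = wells holding no yeast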
A3G deaminase: APOBEC3G (human) deaminase inhibition; 330,000 compounds, 0.28% hits; AID 493012; inhibition, % at 20 µM; Q9HC16; recombinant A3G, ssDNA deamination FAM/TAMRA fluorescence;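 active = inhibition of at least 40% at 20 µM, with no more than 30% in the related APOBEC3A deaminase screen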;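 note: plate controls were DMSO wells with A3G for no effect and wells lacking A3G enzyme for full effect; some compounds called inactive have numbers as strong as hits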
Target sequence (Q9HC16 whole entry, looked up): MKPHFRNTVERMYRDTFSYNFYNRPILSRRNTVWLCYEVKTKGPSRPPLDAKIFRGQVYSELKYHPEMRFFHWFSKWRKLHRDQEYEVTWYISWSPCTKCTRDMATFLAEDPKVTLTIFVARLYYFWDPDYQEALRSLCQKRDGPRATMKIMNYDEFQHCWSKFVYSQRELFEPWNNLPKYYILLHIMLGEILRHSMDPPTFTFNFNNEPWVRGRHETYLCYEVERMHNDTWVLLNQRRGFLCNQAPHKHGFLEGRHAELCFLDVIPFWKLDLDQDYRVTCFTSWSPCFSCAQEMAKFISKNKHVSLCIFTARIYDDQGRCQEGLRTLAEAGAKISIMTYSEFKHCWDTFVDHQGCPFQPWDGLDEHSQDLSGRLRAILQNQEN
mIAP block: blocks mouse intestinal alkaline phosphatase | purified mouse IAP, CDP-Star luminescence, 30 min | AID 2806 | 330,000 compounds, 0.2% hits | inhibition, % at 10 µM;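 active = inhibition of at least 40% at 10 µM in the primary screen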;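 note: plate controls were DMSO with enzyme for no effect and no enzyme wells for full effect; values of inactives mirror those of a sister screen read the other way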
TIM10 inh: TIM10 yeast growth inhibition; S. cerevisiae TIM10 strain growth, BacTiter-Glo luminescence, 24 h; inhibition, % at 10 µM; 330,000 compounds, 1.4% hits;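 active = inhibition of 40% or more at the single tested concentration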;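 note: wild-type TIM10 isogenic control strain grown at permissive 25 °C; 0% = DMSO yeast wells and 100% = minimal medium wells without yeast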
An asterisk follows results filed as active. The list is partial; rates above refer to the full screens.

The opening 5 entries as a preview:
SMILES	MIN6 prolif	A3A deaminase	NALP3 yeast inh	hIAP inh	mIAP act	tim10-1 inh	A3G deaminase	mIAP block	TIM10 inh
C[C@@]12N[C@@H](Cc3ccccc31)c1ccccc12	4	-4	12	9	1	3	-8	-2	1
Cc1c(N=Cc2c(O)n(Cc3ccc(F)cc3)c(=O)[nH]c2=O)c(=O)n(-c2ccccc2)n1C	-2	-11	2	14	0.92	1	-7	8	3
COC(=O)C1=C(c2cccc(OC)c2OC)C[C@@H]2CC[C@H]1N2C(=O)NCc1ccc(C(F)(F)F)cc1	-6	-4	15	17	1.1	13	-9	-12	19
O=C1CN=C(c2ccccc2)c2cc(Br)ccc2N1Cc1cc(=O)n2ccccc2n1	0	-1	-2	11	1	41*	-3	-1	25
COC(=O)C1=C(c2ccc(F)cc2OCc2ccccc2)C[C@@H]2CC[C@H]1N2C(=O)NCc1ccc(OC)c(OC)c1	-4	0	-1	0	1.3	15	-6	-30	2

All compounds of this part, previewed entries included:
SMILES	MIN6 prolif	A3A deaminase	NALP3 yeast inh	hIAP inh	mIAP act	tim10-1 inh	A3G deaminase	mIAP block	TIM10 inh
C[C@@]12N[C@@H](Cc3ccccc31)c1ccccc12	4	-4	12	9	1	3	-8	-2	1
Cc1c(N=Cc2c(O)n(Cc3ccc(F)cc3)c(=O)[nH]c2=O)c(=O)n(-c2ccccc2)n1C	-2	-11	2	14	0.92	1	-7	8	3
COC(=O)C1=C(c2cccc(OC)c2OC)C[C@@H]2CC[C@H]1N2C(=O)NCc1ccc(C(F)(F)F)cc1	-6	-4	15	17	1.1	13	-9	-12	19
O=C1CN=C(c2ccccc2)c2cc(Br)ccc2N1Cc1cc(=O)n2ccccc2n1	0	-1	-2	11	1	41*	-3	-1	25
COC(=O)C1=C(c2ccc(F)cc2OCc2ccccc2)C[C@@H]2CC[C@H]1N2C(=O)NCc1ccc(OC)c(OC)c1	-4	0	-1	0	1.3	15	-6	-30	2
Cc1ccc(CNCCc2ccccc2F)cc1	0	0	28	3	0.98	13	-8	2	-2
Cc1ccsc1C(=O)C1CCCN(Cc2cc(C(C)C)n[nH]2)C1 (stereo not drawn)	-1	1	18	1	0.97	12	-1	3	-1
COc1ccc(CNC(=O)CCC(=O)N2C[C@H]3C[C@H](C2)c2cccc(=O)n2C3)cc1	-1	-4	8	23	0.82	-5	-9	18	-7
CN1CCN(c2ccc([N+](=O)[O-])c(N/N=C3\CN4CCC3CC4)c2)CC1	-1	-3	2	20	0.85	-9	-4	15	-16
Cc1ccsc1C(=O)C1CCCN(Cc2ccc(O)cc2)C1 (stereo not drawn)	2	2	37	-6	1.1	-9	-1	-14	-11
c1cnc(N2CCNCC2)nc1	3	-5	14	-5	1	4	-9	-4	3
Cc1ccc2c(c1)=NC(=O)/C(=C/c1c(O)[nH]c(=O)[nH]c1=O)C=2	0	-1	5	6	1	5	-3	-3	8
O=C1CN=C(c2ccc(Br)cc2)c2c(sc3c2CCCC3)N1CCN1CCCCC1	-7	-3	18	10	1.1	-1	-2	-6	5
COC(=O)C1=C(c2ccc(-c3ccccc3)c(F)c2)C[C@@H]2CC[C@H]1N2C(=O)N1CCC(C)CC1	-7	1	19	5	0.97	21	-6	3	11
CN1C2CCC1C(COC(=O)c1ccccc1)C(O)C2 (stereo not drawn)	-2	3	0	3	1.1	16	3	-8	-27
CSc1nc2ccc(C)cc2c(=O)n1-c1cccnc1	1	1	26	-11	1.1	13	-5	-11	-8
C=C1N2CCC(CC2)C1(O)c1ccc(C)cc1 (stereo not drawn)	1	-6	7	-4	1	5	-6	-5	-11
C/C(Cl)=C/CC1(CN2CCCC2=O)C(=O)NC(=O)NC1=O	-1	-1	5	2	0.94	14	5	6	5
CCN(CC)c1ccc(/C=C2\C(=O)NC(=S)N(C)C2=O)o1	-1	-4	46	33	0.6	8	-8	40	15
CC(C)N1C(=O)/C(=C/C=C/c2ccco2)C(=O)N(Cc2ccco2)C1=O	-6	60	7	3	0.81	29	52	19	14
C[C@]12CC[C@H](O)CC1=CC[C@@H]1[C@@H]2CC[C@@]2(C)[C@H]1CC[C@]2(C)O	4	2	59*	3	0.86	35	2	14	19
CCC(C)n1c(O)c(/C=N/N2CCOCC2)c(=O)[nH]c1=S (stereo not drawn)	2	2	-10	-8	1.1	4	1	-9	3
CNC(=O)O/N=C(\N)Cc1csc2ccccc12	1	2	8	4	0.95	32	-3	5	15
C=C1C(O)(c2ccccc2)C2CC[N+]1(C)CC2 (stereo not drawn)	-2	76*	6	-1	1	-7	22	-1	-1
Cc1ccc(Sc2ccc(C=C3C(=O)N(C)C(=O)N(C)C3=O)o2)cc1	-2	-1	6	6	0.93	17	-7	7	7
Fc1cccc(F)c1-c1nc(-c2ccc(Cl)cc2)no1	1	1	10	21	0.95	5	2	4	18
O=c1c2ccccc2nc(-c2ccccc2Cl)n1-c1ccc(O)cc1	-4	0	18	1	1	14	-7	-2	-7
Cc1ccc(/C=C2/C(=O)NC(=O)N(C)C2=O)cc1	1	0	0	-13	0.99	14	-5	1	4
Cc1ccc(CN2CCCC(C(=O)c3sccc3C)C2)o1 (stereo not drawn)	2	3	6	14	1	5	-5	-1	4
COCCO[C@H]1CCC2C3CC=C4C[C@@H](O)CC[C@]4(C)C3CC[C@@]21C (stereo partly drawn)	4	0	44	19	0.97	4	7	3	8
CN1CCN(c2ccc3nccnc3c2)CC1	0	0	6	-10	1	16	0	-4	-12
Cc1ccc2cccc(OC(=O)N(C)c3ccccc3)c2n1	-3	-3	-1	-4	0.97	14	-11	3	3
C/C(=N\NC(=O)c1ccccc1O)c1c(O)n(C2CCCCC2)c(=O)[nH]c1=O	-2	-7	0	-5	0.82	-5	-7	18	1
CC(=NCc1ccc2c(c1)OCO2)c1c(O)n(-c2ccccc2)c(=O)[nH]c1=O	-4	-4	18	-10	1	12	-11	-3	18
CCOC(=O)C1CCN(/C=C2/C(=O)NC(=O)N(c3ccc(OCC)cc3)C2=O)CC1	-4	-5	13	-16	0.92	12	-7	8	18
O=C(CN1CC=C(c2ccccc2)CC1)NC(=O)NCc1ccccc1	-3	-1	-1	-7	1.1	10	-8	-10	-11
COc1cc(CNCCc2c[nH]c3ccccc23)cc(OC)c1	-4	-3	24	-4	1.1	6	-7	-6	6
CC(=O)OCC(=O)[C@H]1CC[C@H]2[C@@H]3CC[C@H]4C[C@H](O)CC[C@]4(C)[C@H]3C(=O)C[C@]12C	-3	1	56*	-14	1	21	-5	-1	-1
O=P(OCC(F)(F)C(F)F)(N1CCCCC1)N1CCCCC1	-1	3	3	-7	1.1	26	3	-10	-5
Nc1ncc([N+](=O)[O-])s1	11	-4	-1	-17	0.57	-12	-11	43*	7
O=S1(=O)CC2(N3CCOCC3)CCCCC21 (stereo not drawn)	-1	-2	18	19	0.94	0	-7	6	5
O=C(Nc1cccc(Cl)c1)N1C[C@H]2C[C@@H](C1)c1cccc(=O)n1C2	-3	-6	-7	3	1.3	12	3	-31	4
CCC(C)(C)c1ccc(O)cc1	-4	-2	7	9	1	-12	-10	-2	-5
O=C1N[C@H](Cc2ccccc2)C(=O)N2[C@@H]3[C@H](C[C@@H]12)c1ccccc1N3OOSc1ccccc1	-7	-1	13	-5	0.98	31	-8	2	41*
Cc1ncc(CN2CCCC(C(=O)c3sccc3C)C2)s1 (stereo not drawn)	-3	2	21	-5	0.98	-9	-1	2	-5
Cc1oc(-c2cccs2)nc1CSCC(=O)N1CCC2(CC1)OCCO2	1	18	8	5	0.9	10	-1	10	8
Cn1cc(C(=O)OCC(=O)NC2(C#N)CCCCC2)c2ccccc21	4	4	13	8	1	16	0	0	18
Cc1cc(OCC(=O)N[C@H](C(=O)O)c2ccccc2)c2c3c(c(=O)oc2c1)CCC3	0	2	7	3	0.95	-1	3	5	-1
C#CCNc1ccncc1S(=O)(=O)NC(=O)NC(C)C	-1	-4	6	-32	1.1	-3	-6	-8	-13
COc1ccccc1CN1CCCC(C(=O)c2ccccc2SC)C1 (stereo not drawn)	2	0	8	4	1.1	15	-10	-5	-3

(list continues)
SMILES	MIN6 prolif	A3A deaminase	NALP3 yeast inh	hIAP inh	mIAP act	tim10-1 inh	A3G deaminase	mIAP block	TIM10 inh
CCCOC(=O)c1c(N)n(Cc2cccs2)c2nc3ccccc3nc12	-4	-1	24	6	0.98	24	-4	2	22
Cc1ccc(C2NC(=S)NC(c3ccc(C)cc3)C23C(=O)NC(=O)NC3=O)cc1 (stereo not drawn)	-3	-3	10	1	0.94	-3	-4	6	-4
COc1cccc(-c2nc3ccc(N4CCN(C)CC4)cc3[nH]2)c1	-6	2	2	23	1	-3	-10	-2	-10
Cc1ccc(S(=O)(=O)N[C@@H](CCCCN)C(=O)CCl)cc1	0	-2	4	-2	1	-12	-5	-2	3
COc1ccc(C2SCC(=O)Nc3c2c(=O)[nH]n3C2CCCCC2)cc1 (stereo not drawn)	-2	1	7	4	1.1	12	-2	-7	-13
CN(C)CCc1nn[nH]n1	0	2	2	0	0.91	5	0	9	9
O=C(c1cccn2c(=O)c3ccc(Cl)cc3nc12)N1CCC2(CC1)OCCO2	-2	6	7	3	1.1	2	2	-6	-10
CCC1(CC)C(=O)NC(=Nc2cccc(C(F)(F)F)c2)NC1=O	0	3	6	-3	0.93	8	-1	7	7
CCOP(=O)(OCC)C(NC(=O)c1cccc(C)c1)C(Cl)(Cl)Cl (stereo not drawn)	-3	-5	14	-21	1	18	-1	-4	-1
COP(=O)(Cc1ccc(C#N)o1)OC	-1	4	7	0	0.97	2	9	3	-16

Whole records, quoted from the list. Order of values: MIN6 prolif	A3A deaminase	NALP3 yeast inh	hIAP inh	mIAP act	tim10-1 inh	A3G deaminase	mIAP block	TIM10 inh
Entry for `COP(=O)(Cc1ccc(C#N)o1)OC` = -1	4	7	0	0.97	2	9	3	-16
Entry for `CCOP(=O)(OCC)C(NC(=O)c1cccc(C)c1)C(Cl)(Cl)Cl` (stereo not drawn) = -3	-5	14	-21	1	18	-1	-4	-1
Entry for `COc1cccc(-c2nc3ccc(N4CCN(C)CC4)cc3[nH]2)c1` = -6	2	2	23	1	-3	-10	-2	-10

(listing goes on)
SMILES	MIN6 prolif	A3A deaminase	NALP3 yeast inh	hIAP inh	mIAP act	tim10-1 inh	A3G deaminase	mIAP block	TIM10 inh
COc1cc(CN2CC3CC(C2)c2cccc(=O)n2C3)cc(OC)c1OC (stereo not drawn)	2	-2	2	-21	0.96	11	-3	4	10
C=CCN1C(=O)NC(=O)/C(=C/c2ccc(OC)c(CSc3ccccn3)c2)C1=O	-1	-3	1	-5	0.99	18	-3	0	8
CCOc1ccc(C(C)=O)cc1Cc1c(O)[nH]c(=S)[nH]c1=O	1	-11	19	-6	0.92	-19	0	8	-2
Nc1ccc(N2CCN(Cc3ccccc3Cl)CC2)c(Cl)c1	0	1	13	-6	0.99	27	-2	1	26
CCn1c(O)c(N=Nc2cccc(S(=O)(=O)N3CCOCC3)c2)c(=O)n(CC)c1=S	-6	2	7	25	0.85	3	-1	15	0
N=C1c2ccccc2CN1NC(=O)c1ccc(F)cc1	-1	-2	18	-25	1	-18	-5	-2	-9
CC(C)NS(=O)(=O)c1ccc(OCC(=O)N2CCN(Cc3ccc4c(c3)OCO4)CC2)c(Cl)c1	-3	-1	-1	-10	0.96	5	-5	4	10
COC(=O)C1=C(c2cc3ccccc3s2)C[C@@H]2CC[C@H]1N2C(=O)NC(C)C	6	-4	8	-5	0.91	4	-10	9	7
N#CCCn1cc(C(=O)O)c(-c2cccc([N+](=O)[O-])c2)n1	0	3	5	-1	0.94	0	-10	6	-1
